Source: PubChem (National Center for Advancing Translational Sciences (NCATS))
EPAC1 ag – qHTS for Agonist of cAMP-regulated guanine nucleotide exchange factor 3 (EPAC1): primary screen. Potency, µM (series often up to 154 µM), inactives show at the highest dose activation, most hits filed as activators. EPAC1 agonist qHTS, biochemical assay; response scale: 100% = response to 6.5 mM cAMP. Rap guanine nucleotide exchange factor 3 (Homo sapiens), O95398. hit rate 0.073% among 360,000; note: potency is the fitted concentration of half-maximal effect; nearly all actives have a fitted effect of over 60% in size
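Fluorescent GDP-exchange assay: 100 nM EPAC1 with 250 nM Rap1B preloaded with BODIPY-GDP and 50 uM GDP; compounds tested as concentration series, 5 min at room temperature, then read every 5 min for 30 min (ex 480/em 540 nm); normalized to 6.5 mM cAMP.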
PLK1 PBD inh – qHTS for Inhibitors of PLK1-PDB (polo-like kinase 1 - polo-box domain): Primary Screen; hit rate 2.8% among 360,000; Potency, µM, for the others: max response, negative = inhibition, actives largely listed as inhibitors; Plk1 PBD binding of FITC phosphopeptide, fluorescence polarization; note: potency is the fitted concentration of half-maximal effect; series mostly up to about 57 µM; % is set by controls: 0 for no effect and ±100 for the full control effect; nearly all actives have a fitted effect of over 65% in size
Target sequence (P53350 whole entry, looked up, the tested form may be a part): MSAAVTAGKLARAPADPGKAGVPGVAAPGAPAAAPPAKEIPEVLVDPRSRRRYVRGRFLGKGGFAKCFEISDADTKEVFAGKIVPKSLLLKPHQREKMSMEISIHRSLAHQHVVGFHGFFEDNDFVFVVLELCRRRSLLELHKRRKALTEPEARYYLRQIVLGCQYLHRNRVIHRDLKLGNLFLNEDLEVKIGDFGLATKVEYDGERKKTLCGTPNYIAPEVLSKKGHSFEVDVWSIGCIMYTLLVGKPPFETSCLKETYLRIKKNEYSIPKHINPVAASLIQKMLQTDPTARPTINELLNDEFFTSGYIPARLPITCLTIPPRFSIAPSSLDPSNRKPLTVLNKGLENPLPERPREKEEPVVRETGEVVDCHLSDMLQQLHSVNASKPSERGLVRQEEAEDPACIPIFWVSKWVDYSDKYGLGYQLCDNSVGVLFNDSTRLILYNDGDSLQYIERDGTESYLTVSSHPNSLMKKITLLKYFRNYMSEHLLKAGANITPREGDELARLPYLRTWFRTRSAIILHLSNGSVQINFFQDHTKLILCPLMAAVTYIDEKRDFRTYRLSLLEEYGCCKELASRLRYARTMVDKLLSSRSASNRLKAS
PI5P4Ka inh – qHTS for Inhibitors of phosphatidylinositol 5-phosphate 4-kinase (PI5P4K); PI5P4Kalpha enzyme, ADP-Glo luminescence, 60 min; active compounds read low; max response, %; hit rate 1.2% among 330,000; Phosphatidylinositol 5-phosphate 4-kinase type-2 alpha (Homo sapiens), P48426; active = max response of -50% or lower; inconclusive = between -30% and -50%; inactive = -30% or higher; note: value at the top dose of about 77 µM; % is set by controls: 0 for no effect and ±100 for the full control effect
Target sequence (P48426 whole entry, looked up): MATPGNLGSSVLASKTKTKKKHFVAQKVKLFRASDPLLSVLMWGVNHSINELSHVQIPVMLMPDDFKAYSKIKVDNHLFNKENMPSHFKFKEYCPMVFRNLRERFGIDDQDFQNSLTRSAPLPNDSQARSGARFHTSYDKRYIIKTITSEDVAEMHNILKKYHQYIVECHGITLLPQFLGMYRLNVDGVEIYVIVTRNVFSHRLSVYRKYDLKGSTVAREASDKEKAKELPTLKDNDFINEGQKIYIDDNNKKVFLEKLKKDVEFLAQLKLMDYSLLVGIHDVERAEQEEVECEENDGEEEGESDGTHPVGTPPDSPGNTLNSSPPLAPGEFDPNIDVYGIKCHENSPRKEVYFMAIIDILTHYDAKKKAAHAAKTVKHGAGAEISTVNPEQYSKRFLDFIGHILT
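ADP-Glo luminescence end-point after a 60 min room-temperature kinase reaction. PI5P4Kalpha and substrate in HEPES pH 7.4 buffer with EGTA, 0.1% CHAPS and 5% DMSO; ATP at 5 microM final.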
FUS suppressor – qHTS for Suppressors of FUS Proteinopathy: Primary screen using FUS-linked yeast assay | AID 1347120, 2019 | hit rate 0.24% among 390,000 | Potency, µM (top dose mostly 76.6 µM), without a hit: at the highest dose growth rescue (activation), most hits filed as activators | S. cerevisiae FUS-expressing, growth rescue, OD600, 24 h;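 note: potency is the fitted concentration of half-maximal effect; plate controls were DMSO vehicle for no effect and reference control for full effect; nearly all actives have a fitted effect of over 55% in size; some results filed as inactive show a strong effect at the top dose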
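Read-out: OD at 600 nm after 24hr at 30C, reporting rescue of FUS-induced yeast toxicity. Cells at OD 0.005 in galactose (2%) minimal medium; compounds tested in a dilution series; CP55940 titration from 92uM final as control.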
WRN helicase inh – qHTS for Inhibitors of WRN Helicase; hit rate 0.46% among 360,000; AID 651768, 2012; Potency, µM (titrated, usually from 114 µM), for the others: top-dose activity change, negative = inhibition, usual class: inhibitors; WRN helicase unwinding, fluorescent forked duplex, kinetic; note: potency is the fitted concentration of half-maximal effect; % is set by controls: 0 for no effect and ±100 for the full control effect; nearly all actives have a fitted effect of over 55% in size
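WRN at 20 nM final preincubated with compound 15 min at room temperature; reaction started with 100 nM fluorophore/quencher forked duplex oligonucleotide and 2 mM ATP final. Unwinding followed kinetically by red fluorescence (ex 525, em 598 nm).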
aSyn rescue – qHTS of alpha-syn Inhibitors | Yeast expressing alpha-synuclein, growth rescue, BacTiter-Glo, 24 h | Potency, µM (series often up to 46.1 µM), inactives show at the highest dose growth rescue (activation), hits mostly activators | hit rate 0.14% among 370,000 | AID 652106, 2013; note: potency is the fitted concentration of half-maximal effect; % of control where 0% means no effect; nearly all actives have a fitted effect of over 65% in size
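Screening used galactose-induced yeast with toxic alpha-synuclein levels, exposed to compound for 24 hr at 30 deg C. Cell growth, read with BacTiter-Glo luminescence, gave the measured signal.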
Abeta yeast res – qHTS for compounds that reverse cellular toxicity of Amyloid beta (A-beta) peptide in yeast: Primary Screen; AID 1347071, 2019; yeast expressing A-beta42, growth rescue, OD600, 48 h; response scale: 0% DMSO, 100% iron-clioquinol control; Potency, µM (top dose mostly 46.1 µM), for the others: at the top dose growth rescue, actives largely listed as activators; hit rate 0.063% among 410,000; note: potency is the fitted concentration of half-maximal effect; nearly all actives have a fitted effect of over 55% in size
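Yeast growth medium received pinned compounds, then yeast cells expressing toxic A-beta were added; plates incubated at 30 C for 48 hr. Growth read as absorbance at 600 nm, normalized to DMSO and equimolar FeCl3 plus clioquinol controls.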
EPAC1 antagonist – qHTS for Antagonist of cAMP-regulated guanine nucleotide exchange factor 3 (EPAC1): primary screen. EPAC1 GEF assay, Rap1b-BODIPY-GDP exchange fluorescence. Rap guanine nucleotide exchange factor 3 (Homo sapiens), O95398. hit rate 0.14% among 360,000. Potency, µM (doses to about 115 µM), without a hit: at the top dose activity change, negative = inhibition, usual class: inhibitors;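 note: potency is the fitted concentration of half-maximal effect; plate controls were vehicle for no effect and positive control for full effect; nearly all actives have a fitted effect of over 50% in size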
IL2 activator – qHTS of IL-2 Activators; hit rate 0.065% among 360,000; IL-2 activation reporter assay, cell-based qHTS; stimulated with anti-CD3/CD4/CD28 beads; in transgenic mouse T cells; activation, % (series mostly up to about 46 µM); AID 652025, 2013; in the data active = activation above about 50%; inconclusive = mostly about 30% to 49%; note: 0% is about no effect
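EGFP and DsRed fluorescence is measured by plate cytometry in unstimulated transgenic mouse T cells exposed to compound for 60 minutes, then stimulated 18 hours at 37 degrees C with anti-CD3/anti-CD4 beads plus anti-CD28.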
Starred values were filed as active, the others as inactive; ? = inconclusive; · = no result given; [ ] = remark or other dose. Unless noted, calls come from the whole dose curve; as a rule, active = well fitted curve in the direction sought with a large enough effect; inconclusive = small, poorly fitted or top-dose-only effect, or another doubt; inactive = no such curve, though single readings can be large; an effect the other way counts as inactive or inconclusive.

SMILES | EPAC1 ag | PLK1 PBD inh | PI5P4Ka inh | FUS suppressor | WRN helicase inh | aSyn rescue | Abeta yeast res | EPAC1 antagonist | IL2 activator
CCC1CCCCN1CCCNC(=O)Cn1ncn2nc(-c3ccc(OC)cc3)cc2c1=O (configuration not stated) | -1.4% | -8.9% | 1.2 | -7.6% | 8.7% | 3.6% | -5.1% | -1.8% | 0.0
COc1ccc(NC(=O)CN(C)C(=O)C(C)N2C(=O)c3ccccc3C2=O)cc1 (configuration not stated) | 0.3% | -0.9% | -4.5 | 2.3% | -3.0% | 1.8% | -4.1% | 8.5% | -3.4
Cn1cc(C(=O)c2ccccc2C(=O)O)cc1C(=O)C(Cl)(Cl)Cl | 6.1% | -0.3% | -12.2 | 14.6% | 2.7% | 1.4% | 5.5% | 15.2% | 1.4
O=C(COC(=O)c1ccco1)c1ccccc1 | -3.9% | -6.6% | -0.2 | 40.7% | -6.7% | -2.6% | -11.7% | 0.9% | 0.8
C[C@@H](NC(=O)c1nc[nH]c1C(=O)N[C@@H](Cc1ccccc1)C(=O)OC(C)(C)C)c1ccccc1 | -14.9% | -0.4% | -10.0 | 20µM* | -2.9% | 0.9% | 8.2% | -14.9% | -0.7
CN(C)CCn1c2c(c(SCC(=O)Nc3ccc4c(c3)OCCO4)nc1=O)CCC2 | 2.0% | -5.5% | -4.5 | -1.5% | -2.9% | -1.9% | 3.8% | 6.2% | -0.5
CCN(CC(=O)Nc1cccc(S(=O)(=O)N(C)c2ccccc2)c1)Cc1cccs1 | 24.1% | -3.8% | -0.9 | · | 0.2% | -4.4% | -1.5% | 9.8% | -5.4
CCCCOc1ccc(SCCCN2CCOCC2)cc1 | -0.5% | -11.2% | -3.5 | · | -23.5% | 0.3% | -6.0% | -1.9% | -5.3
Clc1ccc(SCc2cn3ccccc3n2)cc1 | 0.1% | -3.4% | 5.7 | -0.5% | 1.0% | 2.2% | 13.6% | 8.6% | 0.1
COc1ccc(S(=O)(=O)N2CCCCCC2)cc1C(=O)N(C)CC(=O)Nc1ccccc1Br | -0.7% | 3.3% | 0.0 | 17.2% | -0.7% | 0.1% | 13.0% | -1.9% | -5.9
COCCNc1cc(C)nc2c(-c3ccccc3OC)c(C)nn12 | 1.6% | 0.1% | -5.2 | -10.9% | -3.3% | -2.3% | -9.6% | -9.0% | -2.1
CCC(=O)c1ccccc1OCCCN1CCC(Cc2ccccc2)CC1 | -0.4% | 3.5% | -3.3 | -10.9% | 1.3% | 5.0% | -4.5% | 10.6% | -6.6
CCc1cc2c(cc3c(=O)n(CC(=O)NCCCN4CCCCCC4)nc(CC)n32)s1 | -1.2% | 1.4% | -1.4 | -4.6% | 8.4% | -4.7% | 2.4% | 4.4% | -0.2
COc1ccc(Cc2c(-c3ccco3)nc3ccc(Br)cn23)c(C)c1 | 7.4% | 23.8µM* | -59.7* | 31.6% | ? | ? | -76.9%[inhibitor] | ? | -1.0
Cc1ccc2oc(=O)c3cnn(CC(=O)N4CCc5ccccc5C4)c3c2c1 | -12.5% | -9.3% | -5.1 | -6.5% | -5.3% | -0.7% | -8.3% | -9.7% | -3.9
CCc1nn(CC(=O)NC(C)CCc2ccccc2)c(=O)c2cc3occc3n12 (configuration not stated) | -6.5% | 23.8µM* | -6.0 | -16.2% | 2.5% | 13.2% | 5.6% | 6.7% | -2.4
CC(=C1C(=O)c2ccccc2C1=O)N1CCN(CCN=CC2=C(O)CC(C)(C)CC2=O)CC1 | 0.4% | -9.3% | 2.7 | · | -3.7% | 0.9% | -4.3% | -18.9% | 0.5
CSC(=NC(C)c1ccccc1)NS(=O)(=O)c1cccs1 (configuration not stated) | -0.2% | -19.7% | -5.2 | · | 3.8% | -1.8% | -0.5% | -7.2% | 0.7
CN(C)c1ccc(NS(=O)(=O)c2cccc(Cl)c2)cc1 | 5.5% | -16.1% | 7.5 | 19.5% | -10.1% | 2.0% | 20.4% | 4.4% | -0.2
Cn1c(C(=O)N2CCN(c3ccc(F)cc3)CC2)cc2ccccc21 | 22.2% | -1.3% | 9.7 | 5.1% | -5.4% | 1.1% | ? | -28.4% | -0.1

Results in Abeta yeast res and EPAC1 ag, for 2 of the compounds above:
mol | Abeta yeast res | EPAC1 ag
CCCCOc1ccc(SCCCN2CCOCC2)cc1 | -6.0% | -0.5%
Clc1ccc(SCc2cn3ccccc3n2)cc1 | 13.6% | 0.1%

Continued.
SMILES | EPAC1 ag | PLK1 PBD inh | PI5P4Ka inh | FUS suppressor | WRN helicase inh | aSyn rescue | Abeta yeast res | EPAC1 antagonist | IL2 activator
COc1ccc(NC(=O)C=C(C)C)cc1Cl | 7.0% | -6.5% | · | -0.5% | 1.7% | -18.1% | -27.3% | 3.7% | 1.3
CCN(CC)C(=O)Cn1cc(SCC(=O)NC)c2ccccc21 | -7.3% | -4.1% | 1.5 | 5.7% | 9.6% | -0.2% | -2.9% | -15.5% | -3.7
C[C@@H](C(=O)N1CCN(C(=O)OC(C)(C)C)CC1)n1cc(CCCN=C(NC(=O)OC(C)(C)C)NC(=O)OC(C)(C)C)nn1 | -6.1% | -11.6% | -0.6 | -3.0% | 0.6% | -7.0% | -10.5% | -17.3% | 1.7
CC(=O)Nc1ccc(CN2CCCCCCC2)cc1 | 2.7% | -9.6% | · | 9.8% | -1.0% | -1.1% | -9.7% | 14.7% | 0.1
CC(C)CN1C(=O)C(=O)N(CC(=O)NCc2ccc3c(c2)OCO3)C1=O | 1.4% | -0.1% | -2.7 | -6.8% | -1.2% | -0.1% | 16.4% | -14.0% | 0.0
Nc1cc(N2CCCC2)c(Cl)cc1[N+](=O)[O-] | -3.0% | -6.6% | 4.7 | 11.8% | 15.0% | 15.9% | 21.5% | -0.3% | 0.3
COc1ccc(Cn2ccnc2)cc1[N+](=O)[O-] | 2.7% | -10.4% | 1.5 | 4.6% | -1.0% | 0.9% | -8.5% | -6.1% | 0.2
COc1ccc(OCC(=O)Nc2ccc(S(=O)(=O)Nc3cc(C)on3)cc2)cc1 | -1.6% | -19.7% | 1.0 | 11.3% | -24.6% | 4.4% | -4.3% | -6.8% | 0.7
CC(C)[C@H](NS(=O)(=O)c1ccc2c(c1)OCCO2)C(=O)OCC(=O)Nc1ccccc1 | -8.4% | 0.3% | 1.0 | · | 0.8% | -0.7% | -2.5% | 7.6% | 3.9
COc1cccc(C(=O)Nc2cc(=O)n(C)c(=O)n2C)c1 | 2.9% | -13.3% | -3.9 | -16.0% | 8.2% | -0.8% | -15.6% | -3.9% | -1.8
Cc1cc2ncc(-c3ccc(Cl)cc3)cn2n1 | -1.0% | -2.2% | -8.0 | -2.0% | 4.4% | 0.5% | 18.1% | 0.7% | 3.6
COc1ccc(OC)c(CN2CCN(CC(=O)Nc3ccccc3C(=O)NC3CC3)CC2)c1 | 8.0% | 1.4% | 2.1 | · | 6.1% | -2.1% | 8.4% | 8.6% | 1.9
COc1cc(/C=C/C(=O)OCC(=O)NCc2cccs2)ccc1OC(F)F | -3.8% | -0.7% | 5.5 | · | 3.2% | 1.0% | 1.3% | -0.6% | -0.6
Cc1cccc(N2CCN(C(=O)CCCn3c(=O)c4cccn4c4cccnc43)CC2)c1C | 9.3% | -11.3% | 1.1 | 41.7% | -1.1% | -8.7% | -39.6%[inhibitor] | -3.6% | -3.6
COC(=O)c1ccccc1NC(=O)CSc1nnnn1C | -4.9% | -0.1% | -4.7 | 5.7% | 2.3%[57.1 µM] | -2.6% | 10.8% | 5.0% | -2.6
CCCN1Cc2cccc(C(=O)NC(CC(=O)OCC)c3ccc(OC(C)C)cc3)c2C1=O (configuration not stated) | -7.6% | -5.1% | -5.0 | 43.3% | -5.4% | -8.1% | -12.2% | 9.1% | -3.5
CCCCN(NC(C)=O)c1nc(Cl)nc(NC(C)C)n1 | 5.9% | -1.9% | · | -5.4% | -3.8%[57.1 µM] | -13.4% | 9.1% | -2.6% | -4.4
CCOc1cc(NC(=S)NCC2CCCO2)c(OCC)cc1NC(=O)c1ccc(C)cc1 (configuration not stated) | -4.6% | 4.9% | 0.1 | · | 4.0% | -7.4% | 5.8% | 10.5% | -2.2
Cc1cccc(C(=O)N2c3ccccc3C(=O)OC2c2ccc3c(c2)OCO3)c1 (configuration not stated) | -9.6% | 1.7% | 3.0 | · | -8.8% | -3.2% | -12.0% | -26.1% | -6.0
Cc1ccccc1NC(=O)CN(C)S(=O)(=O)c1cccc2cccnc12 | -10.3% | -5.4% | -3.9 | -16.1% | 0.5% | 1.5% | 0.7% | -2.1% | 0.9
Cc1nnc(Cl)c2nn(-c3ccccc3)c(C)c12 | 1.9% | -6.8% | -11.7 | · | -13.5% | -3.1% | -9.8% | 12.2% | -2.4
CCC(=O)N1CCN(c2ccc(NC(=O)c3ccc4c(c3)OCO4)cc2)CC1 | 15.1% | 0.0% | 6.3 | 21.5% | -2.5% | 2.0% | 8.2% | 0.0% | -0.6
COc1ccc(N(C(C)C(=O)NC2CCCCCC2)S(C)(=O)=O)cc1 (configuration not stated) | 6.6% | -26.2% | -1.2 | -4.9% | -6.6% | 0.6% | 10.4% | 3.4% | -0.6
O=C(C1CCN(S(=O)(=O)c2ccccc2F)CC1)N1CCCC1 | -1.4% | -11.4% | 4.2 | 9.8% | -2.5% | 0.7% | 1.7% | 5.8% | -0.9
